mcGAS MS inh – blocks mouse cGAS cGAMP production; recombinant mouse cGAS, cGAMP by RapidFire MS; inhibition, % at 12.5 µM; 130,000 compounds, 0.18% hits;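 active = inhibition of cGAS enzyme activity at or above 60%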;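 also: enzyme stimulated by 45 bp dsDNA with ATP and GTP substrates; cGAMP share of summed cGAMP plus half ATP and half GTP signals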
Target sequence (Q8C6L5 whole entry, looked up): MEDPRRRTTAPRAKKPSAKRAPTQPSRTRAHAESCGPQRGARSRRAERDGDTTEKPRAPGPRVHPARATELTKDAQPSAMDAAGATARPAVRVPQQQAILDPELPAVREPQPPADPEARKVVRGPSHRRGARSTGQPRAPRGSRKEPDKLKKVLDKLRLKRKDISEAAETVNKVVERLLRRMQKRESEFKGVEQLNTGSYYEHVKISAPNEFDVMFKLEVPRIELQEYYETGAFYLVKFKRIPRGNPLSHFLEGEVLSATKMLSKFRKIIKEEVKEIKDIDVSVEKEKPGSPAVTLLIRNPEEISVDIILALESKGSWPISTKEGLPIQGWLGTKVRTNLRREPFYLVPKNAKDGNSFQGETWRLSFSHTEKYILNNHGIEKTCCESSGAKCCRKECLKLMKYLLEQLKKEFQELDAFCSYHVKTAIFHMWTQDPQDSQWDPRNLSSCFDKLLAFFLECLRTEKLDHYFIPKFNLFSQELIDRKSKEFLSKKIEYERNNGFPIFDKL
Starred values were filed as active, the others as inactive; & = joins results of further samples.

molecule,mcGAS MS inh
CC(=O)C(C)n1c(=O)c2c(nc3n(C(C)c4ccccc4)c(C)cn23)n(C)c1=O (configuration not stated),-6.0
O=C(Cn1ncn2cccc2c1=O)N1CCCC1,-2.7
Cc1cc(C)cc(OCC2CO2)c1 (configuration not stated),-3.8
CC(C)N1CCC(NCc2cccnc2N(C)Cc2ccccc2)CC1,-8.3
COc1cc(CNCc2ccc(-n3nc(C)cc3C)nc2)cc2c1OCO2,-0.3
N#CC1C(=N)C(C#N)(C#N)C(c2cccs2)C2CSCC=C12 (configuration not stated),3.4
CC(C)N(Cc1ccccc1)C(=O)CSc1nccn1C,-6.6
Cc1ccccc1C(=O)NCCN1CCn2cc(OCc3ccc(F)cc3)c(=O)cc2C1=O,-7.5
Cc1c(C(=O)NCc2cccc([N+](=O)[O-])c2)sc(=O)n1Cc1ccncc1,3.5
CN(CCCc1ccccc1)C(=O)CC1(O)CCCC1,-1.9
C/C(=C\C(=O)OCCCCCCCCC(=O)O)C[C@@H]1OC[C@H](C[C@@H]2O[C@H]2[C@@H](C)[C@H](C)O)[C@@H](O)[C@H]1O,-2.8&0.7
Cc1ccc2[nH]nc(C(=O)N3CCCC(N)CC3)c2c1 (configuration not stated),-3.3
CC(C)C(=O)Nc1cc(S(C)(=O)=O)ccc1Cl,-7.0
CN(Cc1ncnn1C)C(=O)NC1CCSc2c(F)cccc21 (configuration not stated),-5.5
Cc1n[nH]c(=S)n1CCS(C)(=O)=O,-9.7
O=C(NCCCCN1CCOC(c2ccccc2)C1)C(=O)Nc1ccc(C(F)(F)F)cc1 (configuration not stated),-7.2
COc1cccc([C@@H]2CCN(Cc3ccc(C(=O)O)cc3)C[C@H]2O)c1,-19.5
CC1CCCCN1C1CN(Cc2ccc(CN(C)S(C)(=O)=O)o2)C1 (configuration not stated),-1.5
COc1ccc(C(=O)N/N=c2\oc3c(OC)cccc3cc2-c2nc3ccccc3[nH]2)cc1,-8.6
COC(=O)[C@H](CCSC)NC(=O)Nc1cc(-c2n[nH]c(=O)c3ccccc23)ccc1C,-3.3
C=C(C)C1SC(=O)NC1=O (configuration not stated),-42.1
Cc1c(C(=O)NCc2cccc([N+](=O)[O-])c2)sc(=O)n1CC(=O)c1ccc(F)cc1,-6.7
Cc1ccc(OCC(=O)N2CC[C@@H](N3CCN(c4ccccc4F)CC3)[C@H](O)C2)cc1,-8.4
Cc1ccc2c(c1)CCCN2C(=O)CN(Cc1ccccn1)CC1CCCO1 (configuration not stated),-10.6
CSC1=C(C#N)C(c2ccsc2)CC(=O)N1 (configuration not stated),-41.3
Cn1ccc(NC(C(=O)Nc2ccc(F)cc2)c2ccccc2)n1 (configuration not stated),-0.8
CN(Cc1cn[nH]c1C(=O)O)C1Cc2ccccc2C1,-10.3
CC(C)c1ccc(N2CCN(CC(=O)NCCOc3ccc(F)cc3)C2=O)cc1,-1.7
CNC(=O)c1ccc(NCC(=O)NCc2cccc(C)c2)c(C)c1,-2.8
CCOCC(=O)NCc1ccc(C(=O)O)cc1,-14.9
O=C(C1Cc2cc(Cl)ccc2O1)N1CCN(c2cnccn2)CC1 (configuration not stated),-13.7
CSCCc1nc(SCC(=O)Nc2nnc(C)s2)[nH]c1C,-32.8
c1coc(-c2cc(C3CCN(Cc4nc(-c5ccco5)no4)CC3)[nH]n2)c1,-4.4
COc1ccc(OCCN(C)Cn2ccc(C(F)(F)F)n2)cc1,-13.7
Cc1nc(-c2ccsc2)ccc1C(=O)N1CCC(C2(C)NC(=O)NC2=O)CC1 (configuration not stated),-2.0
O=C(OCc1ccc([N+](=O)[O-])cc1)C1CCCN1S(=O)(=O)c1ccc(Cl)cc1 (configuration not stated),-5.8
C=C(C)C1CC=C(CN2CCN(c3ccc(C(C)=O)cc3)CC2)CC1 (configuration not stated),-9.6
Cc1nc(-c2cccnc2)sc1-c1ccc(SCC(=O)Nc2ccc(Br)cc2)nn1,-8.6
Cc1ccc(/C=C/CC(=O)Nc2ccccc2N2C(=O)CCC2=O)cc1,-19.3
CCOC(=O)C1=C(C)Nc2nc(SCC(C)C)[nH]c(=O)c2C1c1sccc1C (configuration not stated),-0.2
Cc1ccc(NC(=O)C2CCCN(C(=O)C(C)Oc3ccc4c(c3)CCC4)C2)nc1 (configuration not stated),-3.5
O=C(Cn1ncc(Cl)c(Cl)c1=O)c1ccc2c(c1)OCO2,-14.1
N#Cc1ccc(CNc2cccc(Br)c2)c(F)c1,-2.4
CCCOC(=O)C1=C(C)NC(=O)NC1c1ccccc1F (configuration not stated),-13.5
Cc1ccc(C2CCCN2C(=O)c2ccc(=O)[nH]n2)cc1 (configuration not stated),-10.7&-2.8
Cc1c(NCc2ccccn2)cccc1C(=O)N(C)C(C)c1ccon1 (configuration not stated),-9.2
Cc1ccoc1C(=O)NCC(c1sccc1C)N(C)C (configuration not stated),-10.8
C=CCn1c(=O)c2ccccc2n2c(SCCC(=O)OC)nnc12,-2.4
CC1CCCN(C(=O)c2cn(C)c3c(=O)n(Cc4ccccc4)c(=O)[nH]c23)C1 (configuration not stated),-18.3
COc1cccc(CNC(=O)CCC2CCCN(C(=O)c3ccc(F)c(Cl)c3)C2)c1 (configuration not stated),-7.8
COCCOCC(=O)N1CCN(c2nc3ccccc3nc2C)CC1,-5.1
Cc1nnsc1CN(C)C(=O)c1sc(C(C)C)nc1C,-15.5
COC(=O)c1cc(CSCC(=O)Nc2ccc3c(c2)OC(F)(F)O3)oc1C,-2.6
CC(C)CC1NC2(CCN(C(=S)NC3CC3)CC2)N(C2CC2)C1=O (configuration not stated),-5.7
COC(=O)c1sccc1CN1CCc2ccc(S(N)(=O)=O)cc21,-20.1
Cc1cccc(C)c1OC1CN(C(=O)CN2CC(=O)NC2=O)C1,-2.3
Cc1nn(C)c(Cl)c1C1CCCN1Cc1cccc(C(N)=O)c1 (configuration not stated),4.7
O=C(C=Cc1ccco1)Nc1ccc(Cl)cc1F,-5.7
C=CCSc1nnc(NC(=O)C2CC2)s1,-2.2
C=CCC1(CC=C)CCCN1Cc1nc(-c2ccccc2)no1,-12.1

(cont.)
molecule,mcGAS MS inh
C=CCN1CC(c2nc3ccccc3n2Cc2ccc(C)cc2)CC1=O (configuration not stated),-4.8
O=C(CN1CSCC1=O)NCC12CC3CC(CC(C3)C1)C2,-2.7
C=CCN(Cc1ccccc1C)Cc1ccccc1O,-25.5
N#Cc1c(NC(=O)CSc2nnc(-c3cccs3)n2C2CC2)sc2c1CCC2,-3.4
COCCS(=O)(=O)c1ccc(Cl)c(C(=O)Nc2ccc(C)cc2)c1Cl,-37.6
CCn1c(C2CCN(C(=O)c3cccc(F)c3OC)CC2)n[nH]c1=O,-17.1
O=C(c1cc(COc2cccc3cccnc23)on1)N1CCSCC1,-8.8
CCc1cc(CN2CCC3(CCCO3)CCC2=O)on1 (configuration not stated),-9.2
O=C(Nc1ccc(F)cc1)C1CCCN(C(=O)N2CCCC2)C1 (configuration not stated),-3.8
COc1cc(Cn2nc(C3CC3)c3cnn(-c4ccccc4)c3c2=O)cc(OC)c1,-7.5
CC(=O)NCC1CCCN(Cc2ccc(C)c(Cl)c2Cl)C1 (configuration not stated),-7.0
O=C(Cc1ccc2ccccc2c1)NC1CCCCNC1=O (configuration not stated),-5.8
C=CCC1(N(C(C)=O)c2ccccc2)CCCCC1,2.7
CCN(CC)P(=Nc1ccccc1)(c1nc2ccccc2n1CC)N(CC)CC,-5.7
CC1CCC(NC(=O)C2(c3ccccc3)CC2)CC1 (configuration not stated),9.7
COC(=O)c1ccc(CSc2ncc(CO)n2CC(=O)NCc2ccc(C)cc2)cc1,-15.1
Cc1c(C(=O)NCc2ccc3c(c2)OCCO3)sc(=O)n1Cc1ccccc1,-3.0
CCn1c(C2CCNCC2)nn(Cc2ccc3c(c2)OCO3)c1=O,-10.6
O=C(NCCc1c[nH]c2ccccc12)c1ccccc1C(=O)c1ccc(Cl)cc1,7.7
C[C@H]1OC(n2cc(F)c(=O)[nH]c2=O)C(O)[C@@H]1O (some centres not stated),-0.3
CCOC(=O)c1cnn(-c2nc(-c3ccc(OC)cc3)cs2)c1CNC1CCOC(C)(C)C1 (configuration not stated),-5.9
O=C(NCCc1ccc(O)c(O)c1)C12CC3CC(CC(C3)C1)C2,17.2
CCOC(=O)[C@@H]1CSC2(CCN(C(=O)C3(c4ccccc4)CC3)CC2)N1,-2.8
CN1CC2(CCCN(C(=O)c3ccc(Cn4cccn4)o3)CC2)OC1=O (configuration not stated),-11.0
Cc1nc2sc(C(=O)NCc3ccccc3F)c(C)c2c(=O)[nH]1,-5.7
CCN(CC)S(=O)(=O)c1ccc2oc(=S)n(CN3CCCC(CO)C3)c2c1 (configuration not stated),-3.3
Cc1nc(C)c(C)c(Nc2ccc(N3CCCC3)nc2)n1,-13.0
CC(Oc1ccc(Br)cc1F)C(=O)NC1CCS(=O)(=O)C1 (configuration not stated),-2.9
CNC(=O)CC(C)N(C)C(=O)c1cccc2c3c([nH]c12)CCCC3 (configuration not stated),2.0
CN(C)c1nc2nonc2nc1NCC1(N2CCOCC2)CCCCC1,-8.4

Reprinted from the part before: 5 entries, then new ones.
molecule,mcGAS MS inh
CCN(CC)S(=O)(=O)c1ccc2oc(=S)n(CN3CCCC(CO)C3)c2c1 (configuration not stated),-3.3
Cc1nc(C)c(C)c(Nc2ccc(N3CCCC3)nc2)n1,-13.0
CC(Oc1ccc(Br)cc1F)C(=O)NC1CCS(=O)(=O)C1 (configuration not stated),-2.9
CNC(=O)CC(C)N(C)C(=O)c1cccc2c3c([nH]c12)CCCC3 (configuration not stated),2.0
CN(C)c1nc2nonc2nc1NCC1(N2CCOCC2)CCCCC1,-8.4
Cc1ccc(/C=C/S(=O)(=O)N2CC(C(N)=O)CCC2C)cc1 (configuration not stated),-2.1
CS(=O)(=O)NC1CCN(C(=O)Cn2cnc3ccccc3c2=O)CC1,-7.5
Cc1nc2ccccc2n1CCNC(=O)N1CCCC1C(N)=O (configuration not stated),-6.1
Cc1ccc(C)c(S(=O)(=O)NCCc2ccccc2F)c1,-10.5
Cc1cccc(/C=C/C(=O)NC2CCN(C(=O)Nc3ccccc3)CC2)c1,-5.1
CCOC(=O)N1CCC2(CC1)OS(=O)(=O)C(c1ccccc1)C2=N (configuration not stated),-7.8
CN1CCN(N=Cc2ccccc2F)CC1,-8.2
Cc1noc(C)c1S(=O)(=O)N(C)CC(=O)NCc1ccc(Cl)cc1,-0.2
Cc1noc(C)c1CC(=O)Nc1sc2c(c1C(N)=O)CCC2,-11.3
CC(=O)N1CCc2cc(C(=O)C(C)Sc3nc4ccsc4c(=O)n3C)ccc21 (configuration not stated),-4.1
Cc1cc(CNCC2(O)CCCN(Cc3ccccc3F)C2=O)n[nH]1 (configuration not stated),-13.8
CCN(CC)S(=O)(=O)c1c[nH]c(C(=O)Nc2ccc(OC)c(Cl)c2)c1,-1.5
O=C(Nc1ccccn1)C1COCC(=O)N1Cc1ccccc1 (configuration not stated),6.4
Cc1nn(Cc2ccc(C(=O)Nc3cc(C(F)(F)F)ccc3F)o2)c(C)c1[N+](=O)[O-],-28.5
COc1cccc(Nc2ncnc3[nH]ncc23)c1,0.4
N#Cc1ccc(CN2Cc3ccccc3CC2C(N)=O)c(F)c1 (configuration not stated),-3.8
COc1cccc(Cn2nc(C)c3c(NC(=O)C(C)OC)[nH]nc32)c1 (configuration not stated),-1.2
Cc1ccccc1C(=O)Nc1ccnn1C1CCN(C(=O)CCc2c(C)noc2C)CC1,-3.7
O=C(c1cc(F)c(F)c(F)c1F)N1CCOC(COc2ccc3c(c2)CCCC3)C1 (configuration not stated),-0.9
Cc1occc1CN(C)C(=O)C1CCCN1C(=O)NC1CCCCC1 (configuration not stated),-1.0
NC(=NCCC1CCCO1)N1CCN(c2nccs2)CC1 (configuration not stated),-6.2
O=C1COc2ccc(S(=O)(=O)N3CCCC3c3ccccn3)cc2N1 (configuration not stated),-17.0
COc1ccc(-n2c(=O)c(C)nc3ccccc32)cc1,-10.8
Cc1nc2ccc(Nc3nc4cc(Cl)ccc4o3)cc2s1,-6.5
COc1ccc(OC)c(-c2ccc(SC)nn2)c1,-4.6
COc1ccc(F)cc1CN1CC[C@@](C)(O)[C@@H](Cc2ccccc2)C1,-0.7
CC(C)C(NC(=O)Cc1ccccc1)C(=O)NCc1ccc2c(c1)CCS2(=O)=O (configuration not stated),-14.0
Cc1cccc(OC2CCN(Cc3ccc(S(C)(=O)=O)cc3)CC2)c1,-22.5
Brc1ccc(-c2cn3ccccc3n2)cc1,-6.7
CS(=O)(=O)NCCCn1nc(-c2ccccc2)ccc1=O,5.9
CC(NC(=O)c1ccc(S(=O)(=O)N(C)C)cc1)C(=O)O (configuration not stated),2.1
Nc1ccc(S(=O)(=O)NCC(F)(F)F)cc1,5.7
COC(=O)C1=C(C)NC(=O)NC1c1ccc(N(C)C)cc1 (configuration not stated),5.6
CN(C(=O)NC1(C)CCS(=O)(=O)C1)C1(C)CCS(=O)(=O)C1 (configuration not stated),-8.7
Cc1nn(S(=O)(=O)N(C)C)c(C)c1C,-6.5

Reprinted from the results shown (5 entries):
molecule,mcGAS MS inh
Cc1cccc(OC2CCN(Cc3ccc(S(C)(=O)=O)cc3)CC2)c1,-22.5
Brc1ccc(-c2cn3ccccc3n2)cc1,-6.7
CS(=O)(=O)NCCCn1nc(-c2ccccc2)ccc1=O,5.9
CC(NC(=O)c1ccc(S(=O)(=O)N(C)C)cc1)C(=O)O (configuration not stated),2.1
Nc1ccc(S(=O)(=O)NCC(F)(F)F)cc1,5.7

Screening data: PubChem BioAssay, Fisher Drug Discovery Resource Center

This is a subset; rates above refer to the full screens.
